# A340 absorber – absorbance at 340 nm. compound absorbance at 340 nm, fold over control. fold change at 10 µM. 65,000 tested, under 10 active;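 active = at 10 µM dose, initial 340 nm absorbance at least 2 fold that of control wells; inactive = change under 2 fold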;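 note: initial absorbance extrapolated from kinetic A340 decline of NADH oxidation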
# ROCK2 blocker – inhibitors of human Rho kinase 2 | O75116 | purified ROCK2, Kinase-Glo ATP depletion luminescence | inhibition, % at 6 µM | hit rate 0.35% among 60,000;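 active = inhibition above the screen-wide mean inhibition plus 3 SD, cut at about 18% in these data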;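 note: plate controls were DMSO wells for no effect and Y-27632 control wells after no-enzyme background subtraction for full effect; many of its hits are not listed in these tables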
# tolC growth inh – growth inhibitors of E. coli BW25113 tolC mutant | OD615 | growth inhibition, % at 10 µM (by protocol) | hit rate 2.2% among 65,000;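 active = growth inhibition at or above a cutoff equal to the mean over every tested compound plus 3 SD, cut at about 60% in these data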;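 note: growth measured after 20 h incubation at 37 °C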
#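 Signal: optical density read at 615 nm; Assay system: E. coli ΔtolC::kan strain BW25113; Times: 20 h incubation with compound, 37 °C; Dosing: 10 µM final, single dose.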
# JNK3 blocker – inhibitors of human JNK3 kinase; purified JNK3 kinase activity, HTS; inhibition, % at 8 µM; hit rate 0.61% among 60,000; P53779; AID 746; in the data active = inhibition above about 17%;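 note: 0% = DMSO and 100% = reference inhibitor; many of its hits are not listed in these tables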
# Target sequence (P53779 whole entry, looked up): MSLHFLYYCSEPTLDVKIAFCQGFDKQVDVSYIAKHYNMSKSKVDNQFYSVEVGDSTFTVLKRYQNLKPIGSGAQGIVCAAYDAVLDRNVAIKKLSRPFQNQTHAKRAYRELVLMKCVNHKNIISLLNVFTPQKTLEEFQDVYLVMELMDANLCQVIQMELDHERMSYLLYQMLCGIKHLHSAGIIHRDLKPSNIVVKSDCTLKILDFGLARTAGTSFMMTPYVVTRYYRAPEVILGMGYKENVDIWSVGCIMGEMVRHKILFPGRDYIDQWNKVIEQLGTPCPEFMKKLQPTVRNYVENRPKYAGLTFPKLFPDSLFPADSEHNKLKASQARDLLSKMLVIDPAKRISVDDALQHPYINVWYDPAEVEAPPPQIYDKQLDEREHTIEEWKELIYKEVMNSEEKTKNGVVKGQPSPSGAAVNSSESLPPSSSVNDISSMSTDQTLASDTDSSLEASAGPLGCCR
# HEK293 NFkB inh – inhibitors of the PMA/ionomycin-induced NF-kB reporter in HEK293 cells; HEK-293 NF-kB luciferase reporter, luminescence; inhibition, % at 3 µM; hit rate 0.21% among 62,000; AID 465;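 active = inhibition above the mean of all tested compounds plus 3 SD, cut at about 40% in these data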;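 note: 0% = stimulated DMSO wells and 100% = 10 µM reference inhibitor 5653914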
#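 Signal: luciferase luminescence; Material: HEK-293 cells with stable firefly luciferase reporter driven by four HIV NF-kB elements; Probe or stimulus: PMA with ionomycin; Replication: tested once; Times: 1 h compound pretreatment, then 16 h stimulation at 37 °C, 5% CO2; Benchmarks: DMSO and 10 µM reference inhibitor; Evaluation: per-plate % inhibition versus controls.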
# MMP13 inh – MMP13 (human) collagenase inhibition | MMP-13 fTHP FRET cleavage, Mca fluorescence | inhibition, % at 4 µM | hit rate 0.07% among 65,000 | AID 570;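 active = inhibition above the mean of compound-free control plate wells plus 3 SD, cut at about 14% in these data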;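 note: 0% = DMSO wells and 100% = wells with reference MMP-13 inhibitor after basal subtraction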
# PKA inh – inhibitors of human protein kinase A; PKA Kemptide phosphorylation, Kinase-Glo ATP luminescence; P17612; inhibition, % at 6 µM; hit rate 0.1% among 65,000;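 active = inhibition above the screen-wide mean inhibition plus 3 SD, cut at about 21% in these data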; note: many of its hits are not listed in these tables
# NADH coupling – blocks coupling enzymes of NAD/NADH assays; coupled PK/LDH NADH assays, four targets; IC50, µM (doses to about 10 µM), for the others: at the highest dose inhibition; hit rate 0.02% among 65,000;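 active = single-dose screening hits from any of four coupled enzyme assays that gave an IC50 when retested across doses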;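 note: the DPM-DC format reads NADH fluorescence rather than 340 nm absorbance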
# Fluor 339 460 – intrinsic fluorescence of library compounds, ex339/em460 – biochemical, MLSMR library, data from DPM-DC assay, artefact control, profiling panel; compound autofluorescence, ex339/em460 nm, NADH buffer; stronger effect = higher value; 1 = no-compound wells, NADH background; fluorescence fold increase at 10 µM; hit rate 5.5% among 65,000; AID 709;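 active = at 10 µM, mean starting fluorescence two-fold or more over control wells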;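 note: signal is the first read of a kinetic run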
# Starred values were filed as active, the others as inactive; · = no result given; [ ] = remark or other dose. The list is partial, so the mix of outcomes need not match the whole.
SMILES,A340 absorber,ROCK2 blocker,tolC growth inh,JNK3 blocker,HEK293 NFkB inh,MMP13 inh,PKA inh,NADH coupling,Fluor 339 460
Cc1ccc(CNC(=O)C2C3C=CC(C3)C2C(=O)O)cc1 (stereo unspecified),1,2,-13,4,5,4,1,6%,1.1
CC(=O)Oc1oc(-c2ccccc2)nc1/C=N/c1ccccn1,1.1,4,15,4,·,-5,5,5%,1
COc1ccccc1N1CCN(C/C=C/c2ccc(N(C)C)cc2)CC1,1.1,2,-4,-11,5,-13,4,12%,1.2
O=C(Nc1ccc(S(=O)(=O)N2CCc3ccccc32)cc1)c1ccco1,0.98,-2,27,2,13,-2,-7,3%,1.1
O=S(=O)(NC1CCCC1)c1ccc(S(=O)(=O)N(Cc2cccs2)CC2CCCO2)cc1 (stereo unspecified),1,4,64*,-5,13,-2,7,3%,1.1
Cc1cc(Br)ccc1OCc1nc(-c2cccnc2)no1,1,6,-8,1,7,6,9,2%,1.1
CCOC(=O)c1ccc(NC(=O)CCc2ccc(CC)o2)cc1,1,0,56,1,9,-1,2,4%,1.1
c1csc(CSc2nnc3sc4ccccc4n23)c1,1,4,15,-1,-2,0,6,4%,1.1
O=C1CNC(=O)c2c(nc3n2CCC3)N1,0.98,·,-10,·,13,5,10,10%,1.1
O=C(CN1CCc2ccccc21)NC(=O)NCc1ccco1,1,-2,4,-7,11,2,-5,5%,1.1
COc1cc(C2C(C#N)=C(N)Oc3cc(N(C)C)ccc32)cc2c1OCO2 (stereo unspecified),1.1,-2,40,-10,63*,7,2,6%,1.2
Cn1c(C(=O)N2CCN(Cc3ccccc3)CC2)cc2c(=O)n(C)c3ccccc3c21,1.1,-2,17,11,21,-9,-5,11%,1.2
CCOc1ccccc1C(=O)NCCC(=O)O,1,2,-8,-9,24,0,2,4%,1
NC(=O)C1CCN(C(=O)CN(c2cccc(C(F)(F)F)c2)S(=O)(=O)c2ccccc2)CC1,0.99,2,-5,2,14,-1,5,6%,1.1
C=C(C)c1cccc(C(C)(C)NC(=O)Nn2cnnc2)c1,1,0,1,-8,8,-5,2,9%,1.1
CCCOC(=O)Nc1ccccc1C(N)=O,1,2,-11,-5,2,2,1,0%,1.1
CC(C)CC(c1nnnn1CC1CCCO1)N1CCN(c2cccc(Cl)c2)CC1 (stereo unspecified),1,3,-12,1,7,-2,7,6%,1.1
COc1ccc(NC(=O)C2CCCN(c3c4c(nc5ncnn35)CCC4)C2)cc1 (stereo unspecified),1,5,-3,3,6,-1,7,3%,1.1
CN(C)c1ccc(C(=S)N2CCOCC2)cc1Br,1,3,4,2,11,2,7,0%,1.1
CCOC(=O)c1[nH]c2ccccc2c1NC(=O)C(CC)CC,0.99,5,-2,-7,14,-12,6,6%,1.4

# For convenience, part of the list above:
SMILES,A340 absorber,ROCK2 blocker,tolC growth inh,JNK3 blocker,HEK293 NFkB inh,MMP13 inh,PKA inh,NADH coupling,Fluor 339 460
CN(C)c1ccc(C(=S)N2CCOCC2)cc1Br,1,3,4,2,11,2,7,0%,1.1
CCOC(=O)c1[nH]c2ccccc2c1NC(=O)C(CC)CC,0.99,5,-2,-7,14,-12,6,6%,1.4

# (listing goes on)
SMILES,A340 absorber,ROCK2 blocker,tolC growth inh,JNK3 blocker,HEK293 NFkB inh,MMP13 inh,PKA inh,NADH coupling,Fluor 339 460
CCOc1ccccc1N1CCN(C(=O)c2cccc(-c3ccc(O)cc3)c2)CC1,1,5,20,-1,12,0,6,0%,1.1
O=C1CC(O)(C(F)F)Oc2ccc3ccccc3c21 (stereo unspecified),1,3,34,-1,8,-81[fluorescence artefact?],5,10%[fluoresces],3.7*
CCCCCCc1nnc(NC(=O)OCC)s1,1.1,-5,7,2,12,7,-11,6%,1.1
CCCC(=O)c1ccc(N2CCN(C(=O)c3ccccc3Br)CC2)c(F)c1,1,5,22,0,4,4,10,4%,1.1
CCOC(=O)C1(C)NC(c2ccc(OC)cc2OC)C2C(=O)N(c3cccc(OC)c3)C(=O)C21 (stereo unspecified),0.96,-2,-10,-2,15,-3,3,8%,1.1
CCOC(=O)N1CCC(NC(=O)c2cc(C(=O)NC3CCCC3)ccc2CO)CC1,0.98,0,-9,-5,1,0,-6,2%,1
O=C(c1cccs1)N1CCOCC1,1,4,-2,3,17,1,11,2%,1.1
O=C(NCc1ccco1)c1cccc2ccccc12,1,1,2,-4,2,2,10,1%,1.1
Clc1cccc2sc(N3CCN(c4ccccc4)CC3)nc12,0.99,5,39,3,9,1,2,6%,1.1
COc1cc(CNc2ccccc2SC)ccc1O,1,3,-6,-2,10,-5,11,2%,1.1
Cc1nnc(SCC(N)=O)n1CC1CCCO1 (stereo unspecified),0.98,5,-4,-2,-7,-1,6,6%,1.1
Cc1sc2nc3c(C(=O)N4CCN(c5ncccn5)CC4)cccn3c(=O)c2c1C,1.1,·,5,·,15,2,11,4%,1.2
COCc1cc(C)nc2sc3c(=O)oc(C)nc3c12,1,3,66*,-2,19,-25,8,7%,1.1
CC1=CC(C)(C)N=C(Nc2ccc(C)cc2)S1,1.1,2,2,0,-1,2,8,2%,1.1
c1ccc(CCNc2ccc3nncn3n2)cc1,0.97,5,-6,0,16,-6,6,2%,1.1
O=C(Nc1cccc(O)c1)c1cccc(S(=O)(=O)N2CCCC2)c1,1,4,-16,-2,19,5,8,6%,1
COc1ccc(C(=O)N2CCN(c3nnnn3-c3ccccc3)CC2)cc1OC,1.1,1,-4,-2,3,0,-3,3%,1.1
COc1ccc(NCc2cc3cc(OC)ccc3[nH]c2=O)cc1,1.1,-5,12,-2,4,-18,3,1%,1.9
COc1cc(OC)c(C(=O)Nc2ccc(N(C)C)cc2)cc1OC,1,4,13,-10,-12,0,5,3%,1
O=c1oc(-c2cccc(S(=O)(=O)N3CCOCC3)c2)nc2ccccc12,1,8,-2,4,5,5,9,5%,1
Cc1oc(-c2ccccc2F)nc1CS(=O)(=O)CC(=O)NC1CCCC1,1,6,10,-5,10,5,3,3%,1.1
COC(=O)C1=C(N)Oc2cc(C)n(CC3CCCO3)c(=O)c2C1c1ccccc1OC (stereo unspecified),0.99,4,-11,7,7,5,6,6%,1.2
COc1cccc(Cn2c(-c3nonc3N)nc3ccccc32)c1,1,-5,-33,3,12,0,-5,4%,1.1
CCOC(=O)COn1c(=O)c(=O)n(O)c2ccccc21,1.1,2,-10,-7,7,1,0,3%,1
CCOC(=O)c1sc(NC(=O)CCn2nnc3ccccc32)c(C(=O)OCC)c1C,1,7,8,0,3,-3,7,8%,1.2
CCS(=O)(=O)Nc1ccc(-c2nnc(SCC(=O)c3cccc(OC)c3)o2)cc1,1.1,-3,-30,11,17,4,-2,4%,1
COc1ccccc1NC(=O)N1CCC(C(=O)c2ccc(F)cc2)CC1,1,-5,1,-6,11,3,-3,16%,1.1
COc1cccc(C(=O)Nc2ccccc2N2CCOCC2)c1,1,4,9,15,14,-3,4,8%,1.1
COc1ccc(C(=O)N2CCN(C3CCCCC3)CC2)c(OC)c1,1,8,-6,1,9,2,6,2%,1.1
Cc1ccc(-c2csc(N)n2)s1,0.97,2,1,-7,-2,0,1,5%,1
O=C(Nc1ccc(S(=O)(=O)NC2CCCCC2)cc1)c1ccc(Br)o1,1.1,7,11,12,25,2,13,9%,1.1
CCCCC(=O)Nc1ccc(NC(=O)C2CC2)cn1,0.96,-1,-18,4,0,0,2,6%,1.1
CCN1C(=O)/C(=C2\C=Cc3ccccc3N2CC)OC1=S,1,6,2,0,13,8,9,5%,0.98
CCN(CC)CCCN1C(=O)CSC1c1ccc2c(c1)OCO2 (stereo unspecified),0.99,0,-7,-1,10,0,3,6%,1.1
Cc1cccc(-n2c(Cc3cc(=O)[nH]c(=O)[nH]3)nnc2SCC(=O)NCC2CCCO2)c1 (stereo unspecified),1.1,-4,-13,-4,-8,-4,5,2%,1.1
Cc1c(C)n(C(=O)CSc2nccn2C)c2ccccc12,1,2,1,-2,·,-4,6,2%,1.1
COc1ccc(S(=O)(=O)N(C)CC(=O)Nc2ccc3c(c2)OCCO3)cc1OC,1,5,7,1,13,4,6,5%,1.1
Cn1c(=O)c2c(nc(CN3CCN(Cc4ccccc4)CC3)n2Cc2ccc(F)cc2)n(C)c1=O,1,6,4,1,2,-6,5,2%,1.1
O=C(COC(=O)c1cc(=O)[nH]c2ccccc12)NC(=O)NC1CCCCC1,1.1,8,15,9,7,-19,6,9%,2*
O=C(CCn1cccc1)Nc1cccc(F)c1,1,-4,-10,3,12,1,-7,1%,1.1
O=c1cc(O)nc2n1CCCS2,1,4,6,-2,·,-1,5,2%,1.1
Cc1ccc(Cl)cc1NC(=O)C1CCCN(S(=O)(=O)c2c(C)noc2C)C1 (stereo unspecified),1,2,-3,10,8,-1,8,7%,1.1
O=C(Cn1nnc2ccccc2c1=O)Nc1cc(C(F)(F)F)ccc1N1CCOCC1,1,3,0,11,1,-6,6,4%,1
COc1cc(C(=O)N2CCC(NC(=O)C(Cc3ccccc3C)NC(C)=O)CC2)cc(OC)c1OC (stereo unspecified),1,8,·,6,6,0,11,6%,1.1
COCC(=O)Nc1ccc(C(N)=O)cc1,1,-2,-15,-8,10,2,-2,5%,1.1
CC(C)C(C(=O)NCC1CCCO1)N(Cc1ccco1)C(=O)CNS(=O)(=O)c1ccccc1 (stereo unspecified),1,1,-4,1,19,0,10,10%,1
CSc1cccc(NC(=O)CN(C)S(=O)(=O)c2ccc(F)cc2)c1,1,4,6,3,4,1,15,8%,1.1
N#Cc1nc(-c2ccc(Cl)cc2)oc1NCc1cccc2c1OCO2,1.1,0,12,-5,16,-193[fluorescence artefact?],4,6%[fluoresces],3.8*
COC(=O)C(O)(NC(=O)NC(C)=O)C(F)(F)F (stereo unspecified),1,1,-7,-10,2,3,-2,2%,1.2
CC1(C)CC(=O)C2=C(C1)OC(N)=C(C#N)C2C1C=CCCC1 (stereo unspecified),1,9,5,-6,·,0,6,4%,1.1
Cc1nnc(Sc2nc3c(c(=O)[nH]c(=O)n3C)n2Cc2ccccc2Cl)s1,1.1,6,-5,-4,14,-1,2,4%,1.1
COc1cccc(-c2cc(C(=O)NCc3ccc(Cl)cc3)no2)c1,0.99,0,8,-9,10,-4,1,1%,1
COc1ccc(-c2cc(C(=O)Nc3cc(C)n(Cc4ccc(Cl)cc4)n3)no2)cc1OC,1.1,9,23,5,18,-3,11,11%,2.2*
N#CC1=C2C=CC=CN2CC1=O,1,·,-10,·,-8,2,6,8%[fluoresces],2.3*
NC(=O)CSc1nnc(C2CC2)n1Cc1ccccc1,0.98,6,-2,0,-13,1,16,6%,1.1
COc1ccc(-n2cnnc2SCc2ncc(-c3ccccc3)o2)cc1,1,7,16,-3,2,-3,6,8%,1
Nc1cc(=O)nc(SCC(=O)NC2CCCCC2)n1-c1ccccc1,1,4,-16,-4,17,1,9,4%,1
CCN1CCN(Cc2cc(=O)oc3ccc(Cl)cc23)CC1,0.97,-2,-14,-2,6,1,-4,7%,1.1

# One compound at a time, from the list above. Screens in order: A340 absorber	ROCK2 blocker	tolC growth inh	JNK3 blocker	HEK293 NFkB inh	MMP13 inh	PKA inh	NADH coupling	Fluor 339 460
# COC(=O)C(O)(NC(=O)NC(C)=O)C(F)(F)F (stereo unspecified) is entered as 1	1	-7	-10	2	3	-2	2%	1.2
# Cc1ccc(Cl)cc1NC(=O)C1CCCN(S(=O)(=O)c2c(C)noc2C)C1 (stereo unspecified) is entered as 1	2	-3	10	8	-1	8	7%	1.1

# Assay outcomes deposited in PubChem by several laboratories.
